Screening results from PubChem BioAssay.
PvdQ inh: P. aeruginosa PvdQ acylase inhibitors, primary screen, biochemical, fluorescence, plate reader and imaging, single point; PvdQ acylase [Pseudomonas aeruginosa LESB58]; purified PvdQ acylase; inhibition, % at 10 µM; 340,000 tested, 0.063% active; AID 488965, 2010; in the data active = inhibition above about 30%, passing the limit was not always enough;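 also: 0% = vehicle neutral wells and 100% = reference inhibitor wells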
LANA DNA inh: inhibitors of KSHV C-LANA binding to DNA, primary screen, biochemical, fluorescence polarization, FAM-LBS DNA, MBP-C-LANA, single point. Kaposi's sarcoma herpesvirus LANA C-terminal domain (residues 932-1162) DNA binding. inhibition, % at 9 µM. 340,000 tested, 0.078% active. AID 504423, 2011;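 active = highest replicate inhibition at or above 60% at 9 µM, even if other replicates fall short; inactive = all replicates below 60% inhibition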;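 also: 0% = neutral control wells and 100% = 4 µM acridine orange control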
RTF Ca sens inh: cardiac RTF calcium sensitivity inhibitors, primary screen, biochemical, IANBD-TnC fluorescence, EC70 calcium | 340,000 tested, 0.12% active | IANBD-labeled cardiac RTF, Ca2+ fluorescence | Troponin I, cardiac muscle (Homo sapiens) + Troponin T, cardiac muscle (Homo sapiens) + … | inhibition, % at 7.15 µM;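 active = inhibition above the mean inhibition of all tested compounds plus 3 SD, cut at about 17% in these data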;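 also: assay run at fixed EC70 calcium of 1.6 mM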
SR-BI HDL uptake: inhibitors of SR-BI mediated HDL lipid uptake, primary screen, ldlA[mSR-BI] cells, fluorescence, single point; Scavenger receptor class B member 1 (Mus musculus), Q61009; inhibition, % at 12.5 µM; ldlA[mSR-BI] CHO cells, DiI-HDL uptake fluorescence, 3 h; AID 488896, 2010; 320,000 tested, 0.96% active;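 active = mean replicate inhibition of at least 70% and a set share of replicates each scoring 70 or more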;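 also: 0% = median of neutral control wells and 100% = median of positive control wells; values of inactives mirror those of a sister screen read the other way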
Target sequence (Q61009 whole entry, looked up): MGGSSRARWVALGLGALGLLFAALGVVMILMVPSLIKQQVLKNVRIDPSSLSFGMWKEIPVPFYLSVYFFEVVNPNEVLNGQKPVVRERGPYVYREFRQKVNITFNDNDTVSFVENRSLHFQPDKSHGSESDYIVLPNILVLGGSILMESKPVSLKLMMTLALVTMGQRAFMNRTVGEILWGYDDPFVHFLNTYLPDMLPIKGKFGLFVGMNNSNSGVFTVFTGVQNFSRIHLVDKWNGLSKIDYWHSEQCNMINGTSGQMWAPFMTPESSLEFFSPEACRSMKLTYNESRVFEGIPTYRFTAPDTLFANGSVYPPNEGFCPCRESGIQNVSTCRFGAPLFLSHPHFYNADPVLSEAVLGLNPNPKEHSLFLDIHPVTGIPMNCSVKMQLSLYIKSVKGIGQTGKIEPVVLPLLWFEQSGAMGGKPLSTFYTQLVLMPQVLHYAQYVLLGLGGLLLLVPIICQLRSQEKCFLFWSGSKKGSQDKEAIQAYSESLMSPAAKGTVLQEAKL
DAGLB inhibitor: DAGLB lipase inhibitors, primary screen, biochemical, fluorescence, HTS. inhibition, % at 5.17 µM. Diacylglycerol lipase-beta (Homo sapiens), Q8NCG7. 340,000 tested, 0.059% active. HEK293T DAGLB membrane lysate, EnzChek fluorogenic substrate; in the data active = inhibition above about 34%;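 also: 0% = enzyme with vehicle and 100% = wells lacking enzyme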
Keap1 Nrf2 FP: Keap1-Nrf2 protein-protein interaction inhibitors, primary screen, biochemical, fluorescence polarization, single point; Kelch-like ECH-associated protein 1 (Homo sapiens), Q14145; Keap1 Kelch-Nrf2 peptide fluorescence polarization, 1536-well; inhibition, % at 9.4 µM; 340,000 tested, 0.15% active; AID 504523, 2011; in the data active = inhibition above about 12%;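 also: human Keap1 Kelch domain with fluorescein labeled Nrf2 9mer peptide probe; 0% = neutral control wells and 100% = peptide positive control; higher means more block of Keap1 binding to Nrf2 peptide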
Target sequence (Q14145 whole entry, looked up, the tested form may be a part): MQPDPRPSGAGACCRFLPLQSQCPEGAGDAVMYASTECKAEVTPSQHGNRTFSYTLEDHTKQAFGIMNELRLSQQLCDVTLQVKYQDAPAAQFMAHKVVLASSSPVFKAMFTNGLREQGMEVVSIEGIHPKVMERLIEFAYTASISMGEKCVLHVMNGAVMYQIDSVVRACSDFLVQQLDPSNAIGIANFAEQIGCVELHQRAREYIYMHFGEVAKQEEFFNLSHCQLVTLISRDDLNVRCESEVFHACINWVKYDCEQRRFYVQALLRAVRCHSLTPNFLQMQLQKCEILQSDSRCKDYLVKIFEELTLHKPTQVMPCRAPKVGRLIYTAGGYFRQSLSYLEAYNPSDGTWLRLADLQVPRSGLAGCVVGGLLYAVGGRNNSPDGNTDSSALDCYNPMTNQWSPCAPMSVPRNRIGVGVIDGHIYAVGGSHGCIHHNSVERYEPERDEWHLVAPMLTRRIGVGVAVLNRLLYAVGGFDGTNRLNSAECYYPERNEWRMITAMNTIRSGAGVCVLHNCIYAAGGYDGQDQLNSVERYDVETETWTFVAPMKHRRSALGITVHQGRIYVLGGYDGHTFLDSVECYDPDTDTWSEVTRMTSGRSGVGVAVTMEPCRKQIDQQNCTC
PKA-R2B act: activators of PKA-R2B holoenzyme, primary screen, biochemical, fluorescence polarization, Cy5-IP20, human; cAMP-dependent protein kinase catalytic subunit beta (Homo sapiens) + cAMP-dependent …; PKA-R2B holoenzyme dissociation; R2B truncated from residue 108, S112A mutant; 0% DMSO only, 100% 113 µM cGMP; activation, % at 11.4 µM; 340,000 tested, 0.079% active; AID 504700, 2011;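 active = activation above a cutoff set at the mean over all compounds plus 3 SD, cut at about 18% in these data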;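 also: higher means more holoenzyme dissociation and a rise in polarization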
NSD2 inh: NSD2 histone methyltransferase inhibitors, primary screen, biochemical, AlphaScreen, single concentration, set 2; NSD2 peptide methylation, 120 min; inhibition, % at 12.5 µM; 310,000 tested, 0.54% active; AID 743445, 2014; in the data active = inhibition above about 50%
Arr AP2 block: inhibitors of beta-arrestin/AP2 binding, primary screen, biochemical, GPCR trafficking, flow cytometry. beta-arrestin 1 C-terminal peptide binding to AP2 beta2-adaptin appendage (human). FITC-arrestin peptide / GST-AP2 beads; AP2 beta2 appendage carries R879A mutation. inhibition, % at 10 µM. 340,000 tested, 0.31% active;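 active = inhibition above a set limit, near 3 SD of compounds lacking own fluorescence, cut at about 54% in these data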;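 also: plate controls were DMSO wells for no effect and 5 µM unlabelled arrestin peptide for full effect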
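system = GST-tagged AP2 beta2-adaptin appendage (R879A) on 4 µm glutathione beads | reagent = FITC-labelled arrestin peptide probe, 50 nM final | schedule = compound with beads 12 min RT, then probe 1 h RT | signal = HyperCyt-sampled flow cytometry, FL1 channel, ex 488/em 535 nm | read-out = percent response from loss of bead-bound FITC fluorescence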
SR-BI DiI-HDL act: activators of SR-BI mediated DiI-HDL uptake, primary screen, ldlA[mSR-BI] CHO cells, DiI fluorescence. 3 h; 100 = double the neutral-control signal. activation, % at 12.5 µM. 320,000 tested, 0.096% active;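 active = mean replicate activation of at least 60% and every replicate at or above 60%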;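 also: 0% = median plate neutral-control signal and 100% = twice that signal; values of inactives mirror those of a sister screen read the other way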
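Assay system: CHO ldlA[mSR-BI] cells, LDL receptor-null, SR-BI overexpressing; medium: Ham's F12 with 0.5% BSA, HEPES 25 mM, pH 7.4; also added: DiI-HDL 10 µg/mL; timing: 3 h uptake period with compound, 37 °C; signal: DiI fluorescence, bottom read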
Starred values were filed as active, the others as inactive; · = not tested or not shown.

DAGLB inhibitor,PvdQ inh,NSD2 inh,SR-BI HDL uptake,RTF Ca sens inh,Keap1 Nrf2 FP,SR-BI DiI-HDL act,LANA DNA inh,Arr AP2 block,PKA-R2B act,canonical_smiles
-1,-10,3,13,0,-2,-13,-1.0,2,5,NC(=O)Cc1ccc(C(=O)c2ccc(Cl)cc2Cl)s1
-1,5,4,-1,-1,-3,1,-1.2,30,1,CNC(=O)c1ccccc1NC(=O)c1cccc(S(=O)(=O)N2CCCCC2)c1
-2,-7,8,-30,-12,2,30,-0.4,-8,-5,O=C(Cc1n[nH]c(=O)c2ccccc12)OCC(=O)c1ccccc1Cl
0,-16,-9,-7,-1,-9,7,-0.2,10,13,Cc1ccc(C)c(N=C2NC(=O)CS2)c1
-5,0,·,12,0,4,-12,-1.2,-1,-22,COc1ccc(NC(=O)c2nc[nH]c2C(=O)N[C@@H](CC(C)C)C(=O)OC(C)(C)C)cc1
-1,-13,·,8,4,-4,-8,-0.5,3,-11,COC(=O)c1ccc(CSc2ccc3nnc(-c4ccc(OC)c(OC)c4)n3n2)o1
-3,-14,0,-13,-8,1,13,-0.1,-6,-1,Cc1ccc(S(=O)(=O)N2CCCCC2)cc1NC(=O)COC(=O)C1(C)CC1(Cl)Cl (centres undefined)
2,-9,0,·,5,4,·,-1.9,-13,1,O=C(c1cncc(Br)c1)N1CCN(S(=O)(=O)c2ccccc2C(F)(F)F)CC1
6,7,6,1,-3,1,-1,1.7,10,5,COc1ccc(C=C2SC(=S)NC2=O)c(OC)c1OC
1,-13,-2,20,-3,2,-20,-0.3,-2,-2,CCc1nn(CC(=O)N2CC(C)CC(C)C2)c(=O)c2cccn12 (centres undefined)
3,-10,3,19,-3,2,-19,1.1,5,7,C/C(=N\NC(=O)c1cccc(S(=O)(=O)Nc2cccc(Cl)c2)c1)c1cccs1
2,-14,1,-18,-1,-1,18,1.0,-1,-5,Cc1ccc2nc(=O)c(NNc3ccccc3)cnc2c1
-2,9,2,-14,8,5,14,0.3,-11,2,Cc1cccc(C)c1NC(=O)CNC(=O)CNC(=O)Cc1cccc2ccccc12
-2,-5,-2,-3,-1,4,3,1.1,-8,-5,Cc1ccc(C)c(NC(=O)CN(C)C(=O)c2ccccc2OCc2c(C)noc2C)c1
-2,-9,·,24,-7,-3,-24,0.7,13,0,COCCN(Cc1cc2cc3c(cc2nc1Cl)OCO3)C(=O)Nc1ccc(OC)cc1
-1,0,-1,26,6,-2,-26,0.4,36,7,COc1ccc(CCNC(=O)c2ccc([N+](=O)[O-])cc2Cl)cc1OC

Reprinted at random: two records from the list
DAGLB inhibitor,PvdQ inh,NSD2 inh,SR-BI HDL uptake,RTF Ca sens inh,Keap1 Nrf2 FP,SR-BI DiI-HDL act,LANA DNA inh,Arr AP2 block,PKA-R2B act,canonical_smiles
3,-10,3,19,-3,2,-19,1.1,5,7,C/C(=N\NC(=O)c1cccc(S(=O)(=O)Nc2cccc(Cl)c2)c1)c1cccs1
-1,0,-1,26,6,-2,-26,0.4,36,7,COc1ccc(CCNC(=O)c2ccc([N+](=O)[O-])cc2Cl)cc1OC

(further entries)
DAGLB inhibitor,PvdQ inh,NSD2 inh,SR-BI HDL uptake,RTF Ca sens inh,Keap1 Nrf2 FP,SR-BI DiI-HDL act,LANA DNA inh,Arr AP2 block,PKA-R2B act,canonical_smiles
0,-7,-1,0,-17,-4,0,-1.1,9,-3,COc1ccc(C)cc1NC(=S)N1CCN(c2ccccn2)CC1
-8,7,-1,27,-14,-10,-27,-1.3,7,-1,Cc1ccc2c(c1)CCCN2CC(=O)Nc1cc(S(=O)(=O)N2CCCC2)ccc1Cl
0,-1,-1,-6,2,3,6,1.7,32,-3,O=C(O)/C=C/c1ccc2c(c1)OCCO2
2,-12,-4,-15,-3,-1,15,-0.1,-12,-10,COc1cc(C2/C(=C(\O)c3ccc4c(c3)CC(C)O4)C(=O)C(=O)N2CC2CCCO2)cc(OC)c1OC (centres undefined)
1,8,·,13,-4,5,-13,2.5,2,6,CC(=O)c1c(O)cc(O)c(C(C)=O)c1O
0,-7,·,1,-5,1,-1,1.1,6,-8,O=C(NCCc1csc(-c2ccccc2)n1)c1c(F)cccc1F
0,-16,-1,-16,-7,-8,16,-0.2,-19,-1,Nc1nc(=O)c2ccccc2s1
2,5,·,18,6,1,-18,0.8,28,-3,CCn1c2ccccc2c2cc(NC(=O)COC(=O)Cc3cn4ccsc4n3)ccc21

Ordered by molecular weight (smallest number first): some entries from above.
DAGLB inhibitor,PvdQ inh,NSD2 inh,SR-BI HDL uptake,RTF Ca sens inh,Keap1 Nrf2 FP,SR-BI DiI-HDL act,LANA DNA inh,Arr AP2 block,PKA-R2B act,canonical_smiles
0,-16,-1,-16,-7,-8,16,-0.2,-19,-1,Nc1nc(=O)c2ccccc2s1
0,-1,-1,-6,2,3,6,1.7,32,-3,O=C(O)/C=C/c1ccc2c(c1)OCCO2
0,-7,·,1,-5,1,-1,1.1,6,-8,O=C(NCCc1csc(-c2ccccc2)n1)c1c(F)cccc1F
-1,0,-1,26,6,-2,-26,0.4,36,7,COc1ccc(CCNC(=O)c2ccc([N+](=O)[O-])cc2Cl)cc1OC
2,5,·,18,6,1,-18,0.8,28,-3,CCn1c2ccccc2c2cc(NC(=O)COC(=O)Cc3cn4ccsc4n3)ccc21
-8,7,-1,27,-14,-10,-27,-1.3,7,-1,Cc1ccc2c(c1)CCCN2CC(=O)Nc1cc(S(=O)(=O)N2CCCC2)ccc1Cl

Remaining list, next part.
DAGLB inhibitor,PvdQ inh,NSD2 inh,SR-BI HDL uptake,RTF Ca sens inh,Keap1 Nrf2 FP,SR-BI DiI-HDL act,LANA DNA inh,Arr AP2 block,PKA-R2B act,canonical_smiles
0,-11,·,-26,0,-2,26,-1.0,0,0,COC(=O)c1ccc(C)cc1
0,2,11,29,-21,-1,-29,-4.2,28,5,Cc1cccc(-n2cc(-c3ccccc3)c3c(=O)[nH]cnc32)c1
-1,-2,-1,-21,-4,0,21,-2.0,14,-4,CCN(CC(=O)NC(C)C)C(=O)[C@H](C)NC(=O)c1ccc(Br)cc1
-3,2,-2,28,-6,-2,-28,-1.0,4,6,CCN(Cc1ccccc1)C(=O)c1ccc(CNS(=O)(=O)c2ccc(C)cc2)cc1
-2,-36,·,55,3,-1,-55,1.8,1,4,Cc1cc(=O)oc2c3c(cc(OCC(=O)NCc4ccccn4)c12)OC(C)(C)CC3
1,-9,-4,-24,8,-2,24,-0.3,-1,-5,CC(=O)c1ccc(NC(=O)Oc2ccccc2)cc1
-3,-11,0,7,-3,-4,-7,-0.6,8,-6,Cc1ccc(N=C2NC(=O)CC(C(=O)Nc3ccc4c(c3)OCO4)S2)cc1 (centres undefined)
3,3,-2,3,6,-1,-3,-5.2,56*,-8,Nc1ccc2c(C(F)(F)F)cc(C(F)(F)F)nc2n1
0,13,3,25,4,0,-25,-1.2,26,0,Cc1ccc(C(=O)Nc2ccc(N3CCN(C)CC3)cc2)c(Cl)c1
1,-16,-7,-59,-6,-7,·,-1.1,-1,-4,Cc1ccc2nc(C)c(Cl)c(=O)n2c1
1,2,-3,10,3,-1,-10,0.5,1,-19,COCCOc1cnn(-c2cc(Oc3ccc(C)cc3)ncn2)c(=O)c1Cl
1,-15,0,25,0,-1,-25,-0.3,1,-2,O=S(=O)(Nc1nccs1)c1ccc2c(c1)OCCO2
1,7,22,13,-8,-2,-13,9.1,9,-10,Cc1c(C)n(C(=O)CSc2nc3ccccc3[nH]2)c2ccccc12
-3,0,-4,-6,14,-4,6,-0.3,8,-8,O=C(CCSc1ccccn1)Nc1ccc(Br)cc1
·,-13,-2,-8,·,-5,8,-0.6,-9,·,COc1ccc(NC(=S)Nc2cccc(C)n2)cc1
3,1,·,-2,-3,-5,2,5.9,13,-9,COc1ccc(C2c3[nH]c4ccccc4c3C[C@H]3C(=O)N(c4ccccc4C(=O)N4CCC[C@H]4C(=O)O)C(=O)N23)cc1 (some centres undefined)
-2,4,-2,·,-4,-5,·,-1.9,18,-1,Cc1cc(C)nc(-n2nc(C)c3c(C(=O)O)cc(-c4cccc(Br)c4)nc32)n1
0,-16,-2,-7,-3,4,7,-1.1,-7,-8,C=CCSc1nnc(NC(=O)Cc2ccc(OC)c(OC)c2)s1
-1,-12,4,0,-2,-4,0,0.0,-2,3,Cc1ccc(Cn2ncc3c(NN)ncnc32)cc1
-1,-2,0,-14,10,0,14,-2.5,1,2,COCCNc1nnc(SCC(=O)NC(=O)c2ccccc2OC)s1
4,-7,9,58,-18,1,-58,1.2,8,7,Cc1cccnc1NCc1ccc(O)c2ncccc12
-2,-12,1,15,-4,0,-15,1.8,9,-2,C=CCNC(=S)Nc1cccc(NC(=S)NCC=C)c1
-1,7,4,0,4,3,0,-0.3,-7,-7,NS(=O)(=O)c1ccc(NC(=S)Nc2ccc(Br)c(Cl)c2)cc1
-3,-14,-1,64,9,-2,-64,0.9,-2,-6,COc1cc(S(=O)(=O)N2CCOCC2)ccc1NC(=O)c1cc2c(s1)CCC2
0,-10,0,-20,-10,2,20,1.2,-9,-2,Cn1nnc(NC(=O)c2ccco2)n1
0,-12,0,·,-12,-2,·,1.2,-3,-9,O=C(CN1C(=O)NC2(CCc3ccccc32)C1=O)Nc1cccc(Cl)c1 (centres undefined)
-4,-8,·,-13,0,-4,13,-0.1,-6,5,C=CCn1c(CCCNC(=O)C(C)(C)C)nc2ccccc21
0,9,-1,-21,-21,-2,21,1.6,16,-7,CC(C)CNC(=O)C(=O)NCc1ccccc1
1,7,·,-19,-2,7,19,0.0,0,-8,Cc1ccc(N2CCN(C(=O)N3CCCC3)CC2)cc1C

Entries of single compounds, quoted from the list. Values in the order: DAGLB inhibitor, PvdQ inh, NSD2 inh, SR-BI HDL uptake, RTF Ca sens inh, Keap1 Nrf2 FP, SR-BI DiI-HDL act, LANA DNA inh, Arr AP2 block, PKA-R2B act
Record of `C=CCn1c(CCCNC(=O)C(C)(C)C)nc2ccccc21` : -4, -8, ·, -13, 0, -4, 13, -0.1, -6, 5
Record of `CC(C)CNC(=O)C(=O)NCc1ccccc1` : 0, 9, -1, -21, -21, -2, 21, 1.6, 16, -7
